# CCT chaperon mod – High-Throughput Screening for Modulators of Cytosolic Chaperonin Activity. activity change, % (concentration not given with the values), hits read low. actives 0.3% (n = 360,000). purified chaperonin ATPase assay, HTRF ADP detection, 30 min; in the data active = activity change below about -30%; also: % is scaled to controls: 0 for no effect and ±100 for the full control effect
#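 ATPase activity: ADP formed was measured by HTRF Transcreener (665/615 nm ratio) after 30 min at 37 deg C with 10 uM ATP. Compounds screened at one 76 uM concentration against 40 or 20 nM TRiC in Tris pH 7.4/KCl/MgCl2/DTT buffer.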
# pAkt inh – HTS Assay for Inhibitors of Akt Phophorylation: Primary Screen; activity change, % for hits at 50 µM; AID 651550, 2012; Neuro2A IGF-stimulated pAkt S473 HTRF, 20 min; hits give low values; actives 0.32% (n = 360,000); in the data active = activity change below about -80%; inconclusive = mostly about -51% to -80%; also: % is scaled to controls: 0 for no effect and ±100 for the full control effect
#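 Neuro2A cells in DMEM with 0.5% FBS, overnight at 37 deg C, given compound at single 50 µM final, then IGF (6 nM final) for 20 min at 37 deg C. Lysed; phospho-Akt Ser473 by HTRF after 24 h, 665/615 ratio.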
# Nrf2 activator – qHTS of Nrf2 Activators; AREc32 ARE-luciferase reporter (MCF7-derived line), luminescence, 24 h; Potency, µM (titrated, usually from 46.1 µM), for inactives: at the top dose activation, actives largely listed as activators; actives 0.31% (n = 410,000); AID 624171, 2012; also: potency is read from the fitted curve at half-maximal effect; % of control where 0% means no effect; nearly all actives have a fitted effect of over 65% in size
#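 Luciferase luminescence (Steady-Glo, 30 min at room temperature) served as the read-out of ARE activation in AREc32 cells treated with compounds for 24 hr at 37 deg C.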
# EPAC2 agonist – qHTS for Agonist of cAMP-regulated guanine nucleotide exchange factor 4 (EPAC2): primary screen; EPAC2 activation, biochemical qHTS; response scale: 100% = 6.5 mM cAMP response; Potency, µM (doses to about 154 µM), without a hit: top-dose activation, actives largely listed as activators; Rap guanine nucleotide exchange factor 4 (Homo sapiens), Q8WZA2; AID 720711, 2013; actives 0.079% (n = 360,000); also: potency is read from the fitted curve at half-maximal effect; nearly all actives have a fitted effect of over 50% in size
# Target sequence (Q8WZA2 whole entry, looked up): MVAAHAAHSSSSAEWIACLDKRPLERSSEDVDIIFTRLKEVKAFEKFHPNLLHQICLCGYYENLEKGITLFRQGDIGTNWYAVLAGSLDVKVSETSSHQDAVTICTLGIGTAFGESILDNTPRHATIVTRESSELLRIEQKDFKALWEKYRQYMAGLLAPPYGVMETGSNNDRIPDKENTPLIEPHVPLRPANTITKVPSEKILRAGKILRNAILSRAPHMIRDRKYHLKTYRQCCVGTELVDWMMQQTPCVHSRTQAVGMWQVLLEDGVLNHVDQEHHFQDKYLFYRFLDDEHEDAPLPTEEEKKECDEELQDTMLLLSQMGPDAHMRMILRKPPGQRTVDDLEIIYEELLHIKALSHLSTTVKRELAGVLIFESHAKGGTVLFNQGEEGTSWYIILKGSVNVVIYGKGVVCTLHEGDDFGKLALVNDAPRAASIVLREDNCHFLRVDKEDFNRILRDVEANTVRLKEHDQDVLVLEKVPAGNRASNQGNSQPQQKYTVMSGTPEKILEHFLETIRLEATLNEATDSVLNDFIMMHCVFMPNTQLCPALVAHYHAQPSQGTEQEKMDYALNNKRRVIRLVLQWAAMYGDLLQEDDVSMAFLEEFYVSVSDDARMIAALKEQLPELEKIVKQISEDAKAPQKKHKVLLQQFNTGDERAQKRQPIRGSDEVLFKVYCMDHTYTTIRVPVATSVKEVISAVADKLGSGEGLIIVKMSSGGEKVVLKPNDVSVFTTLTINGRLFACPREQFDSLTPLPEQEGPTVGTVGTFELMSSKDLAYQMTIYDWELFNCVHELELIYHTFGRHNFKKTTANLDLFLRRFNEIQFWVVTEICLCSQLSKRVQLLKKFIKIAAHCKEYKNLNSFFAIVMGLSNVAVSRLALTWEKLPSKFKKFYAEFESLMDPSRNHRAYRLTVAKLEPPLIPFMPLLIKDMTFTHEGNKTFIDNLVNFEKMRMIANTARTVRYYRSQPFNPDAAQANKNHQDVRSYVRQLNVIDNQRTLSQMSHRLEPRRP
#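 Each well held 100 nM EPAC2, 250 nM RAP1B-BODIPY-GDP and 50 uM GDP. Fluorescence, read at 5-min intervals to 30 min, was referenced to a 6.5 mM cAMP positive control.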
# TGFb SMAD3 inh – qHTS for Inhibitors of TGF-b; HepG2 CAGA-GFP TGF-b/SMAD3 reporter, GFP fluorescence, 18 h; TGF-beta stimulated, 500 pg/mL final; Potency, µM (series often up to 46.1 µM), for inactives: top-dose activity, negative = inhibition, most hits filed as inhibitors; actives 1.2% (n = 410,000); AID 588855, 2011; also: potency is read from the fitted curve at half-maximal effect; % is scaled to controls: 0 for no effect and ±100 for the full control effect; nearly all actives have a fitted effect of over 65% in size
#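 Using HEPG2 CAGA-GFP reporter cells at 1000 cells/well, we pinned test compounds, stimulated with recombinant TGF-beta (500 pg/mL final) and measured total well GFP after 18 h.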
# EPAC2 antag – qHTS for Antagonist of cAMP-regulated guanine nucleotide exchange factor 2 (EPAC2): primary screen; AID 720708, 2013; actives 0.18% (n = 360,000); EPAC2 GEF exchange of Rap1B-BODIPY-GDP, fluorescence; Potency, µM (doses to about 114 µM), inactives show at the top dose activity, negative = inhibition, most hits filed as inhibitors; also: potency is read from the fitted curve at half-maximal effect; % is scaled to controls: 0 for no effect and ±100 for the full control effect; nearly all actives have a fitted effect of over 45% in size; many of its hits are not listed in these tables
# Nrf2 block – Nrf2 qHTS screen for inhibitors; A549 ARE-Fluc reporter, luciferase luminescence, 18-24 h; Potency, µM (top dose mostly 46 µM), for inactives: at the top dose activity change, negative = inhibition, most hits filed as inhibitors; actives 2.1% (n = 360,000); also: potency is read from the fitted curve at half-maximal effect; % is scaled to controls: 0 for no effect and ±100 for the full control effect; nearly all actives have a fitted effect of over 60% in size
#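 Two sequential reads on A549 ARE_Fluc cells exposed to compound for 18-24 h: a CellTiter-Fluor fluorescence read for viability, then a luciferase luminescence read for Nrf2/ARE activity.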
# Mm-Cpn inhibitor – Inhibitors of TCP-1 ring complex (TRiC) of Methanococcus maripaludis (MmCpn): qHTS; Chaperonin Mm-Cpn (Methanococcus maripaludis); purified Mm-Cpn ATPase, ADP Transcreener TR-FRET; Potency, µM (top dose mostly 76.9 µM), without a hit: at the top dose activity, negative = inhibition, hits mostly inhibitors; actives 0.031% (n = 330,000); AID 504842, 2011; also: potency is read from the fitted curve at half-maximal effect; % is scaled to controls: 0 for no effect and ±100 for the full control effect; nearly all actives have a fitted effect of over 80% in size
#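 ATP (10 uM final) was added to archaeal chaperonin (25 nM final) after 10 min exposure to test compound at 37°C; after 30 min further incubation, ADP was detected by competitive TR-FRET.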
# A549 tox – Nrf2 qHTS screen for inhibitors: counterscreen for cytotoxicity; A549 ARE-Fluc cells, CellTiter-Fluor viability, 18-24 h; Potency, µM (titrated, usually from 46 µM), without a hit: at the highest dose activity change, negative = cytotoxicity, usual class: inhibitors; actives 0.16% (n = 390,000); AID 504648, 2011; also: potency is read from the fitted curve at half-maximal effect; % is scaled to controls: 0 for no effect and ±100 for the full control effect
#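 A549 ARE-Fluc cells in 5% FBS OPTI-MEM, 5000 cells/well, rested 2 h then exposed to compounds in concentration-response for 18-24 h at 37 °C. Viability by CellTiter-Fluor fluorescence (Ex 405/Em 525) after 30 min; luciferase luminescence (BugLite, 15 min, RT) read afterwards.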
# * = called active by the depositor; i = inactive; ? = inconclusive; . = not tested or not shown; [ ] = dose if it differs, or a comment. Unless noted, calls follow the shape of the dose curve; as a rule, active = well fitted curve in the direction sought with a large enough effect; inconclusive = small, poorly fitted or top-dose-only effect, or another doubt; inactive = no such curve, though single readings can be large; an effect the other way counts as inactive or inconclusive.
canonical_smiles	Nrf2 activator	EPAC2 agonist	TGFb SMAD3 inh	EPAC2 antag	pAkt inh	Nrf2 block	Mm-Cpn inhibitor	A549 tox	CCT chaperon mod
COCCCNC(=O)Cn1ccc(NC(=O)OCc2ccccc2)nc1=O	-0.2%	10.2%	18.4%	-4.5%	i	-11.8%	-0.6%	-4.1%	1.3
COc1cc(-c2coc3c(C(=O)NCc4cccc(Cl)c4)cccc23)ccc1O	-2.0%	-4.5%	?	9.1%	i	.	.	.	-0.1
CCOC(=O)CSc1ncc(OC)c(=O)[nH]1	0.1%	-3.0%	-11.7%	10.0%	i	0.2%	-1.0%	-5.3%	-2.6
CS(=O)(=O)N(Cc1ccccc1)c1ccc(C(=O)NCc2ccccc2)cc1	0.1%	-17.3%	0.2%	-1.9%	i	.	-4.0%	6.4%	-2.0
COc1ccc(-c2nnc(C3CCN(C(=O)c4ccccc4F)CC3)o2)cc1	8.7%	.	?	.	.	-12.8%	.	-0.2%	.
CCc1nc2ccc(C(=O)NCCc3ccccn3)cn2c1N(C)Cc1cccs1	0.5%	-6.9%	-1.3%	-2.1%	i	.	.	.	-1.0
CC(C(=O)Nc1cc([N+](=O)[O-])ccc1Cl)N1CCN(c2ccccc2)CC1 (stereo not given)	2.1%	11.4%	-8.2%	0.4%	i	0.6%	-1.5%	4.5%	-6.2
Cc1ccc(S(=O)(=O)Nc2ccc(S(=O)(=O)NC(C)(C)C)cc2)cc1	-0.6%	10.0%	-16.3%	1.6%[57.1 µM]	i	?	0.6%	-0.1%	-1.9
Cc1cccc(NC(=O)C2CCCN(S(=O)(=O)c3ccc4[nH]c(=O)ccc4c3)C2)c1 (stereo not given)	2.8%	-8.6%	-3.2%	1.9%	i	-17.6%	?	-8.1%	0.6
N/C(=N\OC(=O)c1ccc(Cl)c(Cl)c1)c1ccccn1	28.9%	6.7%	-2.6%	1.5%	i	?	0.7%	-6.5%	-2.0
CCOC(=O)CC(NC(=O)c1cc2c(=O)n3cccc(C)c3nc2s1)c1ccc(OCC)c(OC)c1 (stereo not given)	2.1%	.	0.6%	.	.	?	.	-2.5%	.
O=C(OCC(=O)N1CCN(C(=O)c2ccco2)CC1)c1ccccc1C(=O)c1ccccc1	0.2%	2.2%	-0.1%	10.2%	i	-2.4%	0.6%	0.9%	-0.3
CC(C)(C)c1ccc(NC(=O)N2CCCN(c3c(Cl)cncc3Cl)CC2)cc1	0.1%	5.2%	-3.3%	16.6%	i	?	-3.5%	4.5%	0.2
CN(C(=O)CSC1=NC2C(N=N1)c1cc(Br)ccc1N2C)C1CCCCC1 (stereo not given)	0.4%	-11.3%	13.0%	0.0%	i	4.9%	-0.2%	-1.7%	0.2
Cc1noc(C)c1CCC(=O)N1CCCC(CCC(=O)NCc2ccccc2F)C1 (stereo not given)	-0.4%[9.22 µM]	2.0%	-3.6%	4.4%	i	-11.9%	?	2.2%	1.0
Cc1ccc(C(=O)c2oc3ccccc3c2NC(=O)COc2ccc(C(C)C)cc2)cc1	0.5%	.	1.4%	.	.	3.4%	.	-4.7%	.
COC(=O)[C@@]1(Cc2ccc(F)cc2)[C@H]2c3cc(C(=O)N(C)C)n(Cc4ccccc4)c3C[C@H]2CN1C(=O)c1ccccc1	0.8%	10.5%	?	-8.7%	i	?	-1.4%	-11.4%	-1.7
Fc1ccccc1Sc1ccccc1CNC1=NCCN1	0.0%	-3.0%	19.0%	4.7%	i	-15.7%	3.8%	-3.0%	1.7
CC(C)CC(=O)Nc1ccc2oc(-c3ccncc3)nc2c1	2.5%	1.2%	2.6%	12.9%	i	-7.8%	-3.7%	-12.1%	3.1
O=C(CCCn1c(=S)[nH]c2ccsc2c1=O)NCc1ccco1	19.6%	1.3%	?	2.0%	i	3.6%	0.6%	-4.0%	-1.1
COc1cccc(-c2nn(C)c3sc(C(=O)NCc4ccco4)cc23)c1	?	7.2%	?	-18.9%	i	?	-4.2%	-17.8%	-2.5
Cc1c(C(=O)OC2CCCCCC2)[nH]c2c1C(=O)CC(c1ccc(N(C)C)cc1)C2 (stereo not given)	0.6%	.	-0.9%	.	.	0.3%	.	16.8%	.
O=C(NCCc1ccccc1)C1CCCN1C(=O)Nc1ccc(F)cc1 (stereo not given)	0.0%	0.6%	?	-2.2%	i	1.2%	-0.5%	-6.1%	-0.9
CCn1c(SCc2ccc(C)cc2)nnc1C1CCN(S(=O)(=O)c2ccc(OC)cc2)CC1	0.6%	-2.7%	?	-1.7%	-129.8%*	?	-3.2%	-1.3%	0.8
COc1ccc(S(=O)(=O)c2c(C(=O)c3ccc(C)c(C)c3)cnc3ccc(C)cc23)cc1	29.1%	.	1.1%	.	.	-8.9%	.	-2.5%	.

# Compound profiles, as listed above. Screens in order: Nrf2 activator | EPAC2 agonist | TGFb SMAD3 inh | EPAC2 antag | pAkt inh | Nrf2 block | Mm-Cpn inhibitor | A549 tox | CCT chaperon mod
# Profile of CC(C)CC(=O)Nc1ccc2oc(-c3ccncc3)nc2c1 = 2.5% | 1.2% | 2.6% | 12.9% | i | -7.8% | -3.7% | -12.1% | 3.1
# Profile of O=C(CCCn1c(=S)[nH]c2ccsc2c1=O)NCc1ccco1 = 19.6% | 1.3% | ? | 2.0% | i | 3.6% | 0.6% | -4.0% | -1.1

# Later entries.
canonical_smiles	Nrf2 activator	EPAC2 agonist	TGFb SMAD3 inh	EPAC2 antag	pAkt inh	Nrf2 block	Mm-Cpn inhibitor	A549 tox	CCT chaperon mod
CCOC(=O)C1CCN(C(=O)c2cccc(S(=O)(=O)N3CCCc4ccccc43)c2)CC1	0.1%	-0.5%	-13.3%	16.9%	i	-11.3%	.	-3.0%	3.1
C=CCN(CC=C)CC(=O)Nn1c(C)ccc1C	-0.5%	-8.2%	-23.2%	6.7%	i	-2.6%	.	7.2%	2.1
COc1cc2c(C(=O)N3CCN(c4ccccc4C)CC3)c(C)oc2cc1Br	3.2%	9.5%	0.7%	-1.9%	i	5.7%	0.5%	-5.4%	-4.5
COc1ccc(-c2cc(C(=O)Nc3cc(C)on3)c3ccccc3n2)c(OC)c1	5.3%	11.0%	-41.9%	-4.3%	i	?	-12.8%	2.4%	-3.1
C/C(CC(=O)Nc1ccc2c(c1)OCCO2)=N\NC(=O)COc1ccc(C)cc1	2.1%	7.6%	8.7%	-4.7%	i	-4.8%	-0.2%	-0.3%	-1.7
CCn1ccnc1CNC(=O)CC1C(=O)NCCN1Cc1ccc(OC)cc1OC (stereo not given)	-2.4%	-0.9%	0.7%	-0.4%	i	4.3%	-0.8%	8.2%	0.1
c1ccc(N2CCN(CC3CCCCC3)CC2)cc1	2.0%	21.5%	-16.6%	21.1%	i	11.7%	1.2%	6.0%	-0.4
CN(C)c1nc(N)c([N+](=O)[O-])c(N2CCCCCC2)n1	-0.4%	0.1%	1.7%	-17.4%	i	?	-0.9%	?	1.1
CC1CCCCC12NC(=O)N(CC(=O)OCc1ccccc1F)C2=O (stereo not given)	-0.5%	-8.8%	17.1%	15.6%	i	11.5%	2.1%	9.9%	1.9
COc1ccccc1OCC(=O)NCc1nc(-c2ccc(Cl)cc2)no1	1.1%	.	-25.7%	.	.	-25.7%	.	4.7%	.
CC(C)NC(=O)Nc1ccc2c(c1)C(=O)N([C@H](C)CO)C[C@H](C)[C@@H](CN(C)Cc1ccc3c(c1)OCO3)OCCCC[C@@H](C)O2	-0.3%	-4.1%	-3.6%	-10.2%	i	.	.	.	-2.8
CCN1CCN(C(c2cc3cccc(C)c3[nH]c2=O)c2nnnn2Cc2ccccc2)CC1 (stereo not given)	2.2%	10.7%	-13.2%	-1.7%	i	2.7%	0.2%	.	-0.6
CCCS(=O)(=O)NC(=O)C1(C)CCN(C(=O)c2ccc(OC(F)F)cc2)C1 (stereo not given)	-1.0%	7.9%	-0.1%	3.6%	i	.	.	.	0.2
COc1ccc(NC(=O)c2nn(C34CC5CC(CC(C5)C3)C4)cc2[N+](=O)[O-])cc1	-0.8%	23.0%	8.1%	8.5%	i	4.2%	2.6%	-0.6%	0.7
O=C(c1cc(F)c(F)c(F)c1F)N1CCN(Cc2ccc3c(c2)OCO3)CC1	0.1%	9.5%	-16.0%	1.9%	i	-5.1%	1.3%	0.3%	-1.6
CC(C)(C)OC(=O)N[C@@H](Cc1ccccc1)c1nnc(SCC(=O)c2ccc(Cl)cc2)o1	0.1%	-2.8%	?	-0.1%	i	25.9µM*	-0.8%	-18.4%	-3.0
O=S(=O)(NCCc1nnc2ccc(SCc3cccc(Cl)c3)nn12)c1ccccc1	1.4%	.	?	.	.	-5.3%	.	-0.2%	.
c1ccc(-c2ccc(-c3ccncn3)cc2)cc1	6.0%	7.7%	10.6%	4.3%	i	?	.	-10.4%	1.4
O=S(=O)(c1ccc(S(=O)(=O)N2CCCN(Cc3ccccc3)C2)cc1)N1CCCCCC1	0.2%	-7.0%	0.7%	1.1%	i	-22.7%	1.8%	0.0%[1.84 µM]	-1.3
O=C(CNC(=O)c1cccc(OC(F)F)c1)OCC(=O)c1ccccc1	-0.4%	6.4%	-0.1%	-0.1%	i	-6.9%	-22.3%	-0.3%	1.8
Cn1c(=O)c2cc(C(=O)N3CCN(c4cccc(C(F)(F)F)c4)CC3)sc2c2ccccc21	-0.6%	.	-4.2%	.	.	6.0%	.	1.4%	.
CCCCC(=O)NC(=S)Nc1nnn(CCC)n1	17.7%	-3.5%	?	10.1%	i	1.6%	0.8%	-1.3%	-1.8

# The list is partial, so the mix of outcomes need not match the whole.
